Screens from PubChem.
PPC-1+TRAIL kill = compounds killing PPC-1 cancer cells with TRAIL present (potentiator screen, no TRAIL-free arm); PPC-1 cells + TRAIL, ATPLite viability luminescence; cell killing (% activity), % at 4 µM; 220,000 tested, 0.41% active; AID 1443;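 active = cell killing above 50% in the first pass at 4 µM, then a duplicate retest at 5 µM averaging 50% or more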;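 note: plate controls were cells with TRAIL plus DMSO for no effect and medium-only wells lacking cells for full effect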
TNF death inh = TNF-alpha cell death inhibition in Jurkat FADD-/- cells | 220,000 tested, 0.068% active | activation (protection from cell death), % at 10 µM | Jurkat FADD-/- TNF necroptosis rescue, ATP luminescence, 24 h; 0 = TNF only, 100 = no-TNF cells;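 active = activation, meaning protection from cell death, of at least 50% relative to plate controls; inactive = activation below 50%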;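 note: necroptosis triggered by 40 ng/mL TNF-alpha added together with compound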
Tb hexokinase = T. brucei hexokinase 1 inhibition; recombinant TbHK1, G6PDH-coupled NADH A340; inhibition, % at 10 µM; 220,000 tested, 0.11% active;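 active = inhibition of 50% or more in the single-dose primary screen; inactive = inhibition below 50%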
L929 necroptosis = blocks zVAD induced death of L929 cells; 220,000 tested, 0.38% active; L929 zVAD necroptosis rescue, ATP luminescence, 24 h; with zVAD 60 µM; viability rescue, % at 10 µM; AID 1377;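 active = activation, scaled between plate controls, above about 75%, limit read from the data; inactive = activation under that limit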;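 note: 0% = zVAD with DMSO and 100% = DMSO alone without zVAD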
CHOP inh = CHOP inhibition in unfolded protein response; CHO-K1 CHOP-promoter luciferase, tunicamycin-induced, 15-18 h; inhibition, % at 10 µM; 220,000 tested, 3.8% active; AID 2732;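 active = compounds that reduced the stress-induced luciferase reporter signal by more than about 70% of percent inhibition, limit read from the data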;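 note: 0% = tunicamycin plus vehicle and 100% = wells without tunicamycin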
EP2 antag = blocks the human prostaglandin E2 receptor EP2. inhibition, % at 25 µM. AID 1422. C6 glioma cells expressing human EP2, cAMP TR-FRET; cells stimulated with saturating PGE2. 260,000 tested, 0.52% active. P43116;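 active = percent inhibition above 40 after rounding to a whole number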;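 note: rat C6 glioma host cells with rolipram phosphodiesterase inhibitor present; the protocol text gives 20 µM as final concentration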
Target sequence (P43116 whole entry, looked up): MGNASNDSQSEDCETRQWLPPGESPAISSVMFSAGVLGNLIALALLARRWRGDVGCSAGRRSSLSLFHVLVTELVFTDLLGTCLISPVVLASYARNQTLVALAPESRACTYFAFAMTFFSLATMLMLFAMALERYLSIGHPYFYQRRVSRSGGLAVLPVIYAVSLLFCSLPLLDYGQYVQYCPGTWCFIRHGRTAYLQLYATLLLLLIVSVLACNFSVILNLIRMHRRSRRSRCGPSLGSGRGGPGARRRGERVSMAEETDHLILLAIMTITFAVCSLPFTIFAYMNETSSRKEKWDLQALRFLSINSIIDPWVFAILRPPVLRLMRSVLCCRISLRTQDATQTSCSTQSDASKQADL
FXIIa inh 1536 = factor XIIa (human) inhibition; inhibition, % at 5 µM; purified FXIIa, Boc-QGR-AMC fluorogenic substrate, 2 h; 220,000 tested, 0.3% active; in the data active = inhibition above about 40%;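 note: 0% = enzyme with no compound and 100% = blank without enzyme; many of its hits are not listed in these tables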
Target sequence (P00748 20-372 limits assumed): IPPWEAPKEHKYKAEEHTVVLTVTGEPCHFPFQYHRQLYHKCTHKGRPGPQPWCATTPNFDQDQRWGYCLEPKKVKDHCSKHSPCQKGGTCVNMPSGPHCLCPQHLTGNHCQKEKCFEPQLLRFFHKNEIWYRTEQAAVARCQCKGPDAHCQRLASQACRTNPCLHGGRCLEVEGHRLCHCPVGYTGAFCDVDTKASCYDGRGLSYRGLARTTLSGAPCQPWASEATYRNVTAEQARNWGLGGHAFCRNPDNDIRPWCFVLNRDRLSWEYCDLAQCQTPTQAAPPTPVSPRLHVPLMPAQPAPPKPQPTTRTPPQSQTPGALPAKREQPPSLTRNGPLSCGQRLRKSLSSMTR
Target sequence (P00748 373-615 limits assumed): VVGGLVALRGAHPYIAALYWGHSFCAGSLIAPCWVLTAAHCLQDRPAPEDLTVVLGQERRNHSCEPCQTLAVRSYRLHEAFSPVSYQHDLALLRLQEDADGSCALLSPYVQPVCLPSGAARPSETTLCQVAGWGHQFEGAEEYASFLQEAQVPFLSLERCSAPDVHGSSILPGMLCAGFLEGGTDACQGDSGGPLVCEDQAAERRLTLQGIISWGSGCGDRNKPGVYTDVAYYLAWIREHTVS
FXIa inh 1536 = factor XIa (human) inhibition. AID 798. 220,000 tested, 0.14% active. inhibition, % at 5 µM. P03951. purified FXIa, Boc-Glu-Ala-Arg-AMC fluorogenic substrate;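 active = inhibition of at least 40%; inactive = inhibition below 40%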;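 note: fluorescence of freed AMC excited at 355 nm; 0% = enzyme without compound and 100% = no enzyme blank; many of its hits are not listed in these tables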
Wee1 degr inh = blocks degradation of human Wee1 kinase; 220,000 tested, 1.2% active; HeLa Luc-Wee1K328M stability, luciferase luminescence; 100% = proteasome inhibitor MG132 effect; reporter increase, % at 5 µM; AID 1321;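 active = activation above the mean of all tested compounds plus 3 SD, set per screening run, cut at about 8.8% in these data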;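 note: cells exposed to compound for 20 h before luminescence read; 0% = DMSO alone and 100% = MG132 at 30 µM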
Active calls of the source: *; / = not tested or not shown; & = joins results of further samples. This is a subset; rates above refer to the full screens.

SMILES	PPC-1+TRAIL kill	TNF death inh	Tb hexokinase	L929 necroptosis	CHOP inh	EP2 antag	FXIIa inh 1536	FXIa inh 1536	Wee1 degr inh
CC(C)[C@@H]1NC(=O)c2cc([N+](=O)[O-])cc(I)c2NCCC[C@@H](C(=O)NC(CC(=O)O)C(N)=O)NC(=O)[C@H](CO)NC1=O (stereo partly specified)	7	-3.1	-5	4.3	-8	8	5	-4	0
COc1ccc(CCN2C(=O)CC(N3CCN(c4ccccn4)CC3)C2=O)cc1OC (stereo unspecified)	-7	-0.6	-2	0.2	13	9	-3	3	1
Nc1nc2n(c1C(=O)c1ccccc1)CCC2	23	0.7	-27	0.5	11	9	-7	-9	-3
Cc1ccc(S(=O)(=O)c2c(C)cc(C)nc2Cl)cc1	-6	-3.0	-8	-0.2	7	16	6	4	1
O=C(NC1CCCC1)C(c1ccccc1)N(Cc1ccc2c(c1)OCO2)C(=O)Cc1cccs1 (stereo unspecified)	7	-3.6	-6	-0.3	-4	14	4	-1	0
COCc1cccc(NC(=O)Cc2cccc3ccccc23)c1	1	1.8	-9	1.0	7	5	5	-5	-2
COc1ccc(NS(=O)(=O)c2ccc(N3CCOCC3)c(NC(=O)c3ccc(OC)cc3)c2)cc1	0	1.6	20	-0.1	34	11	15	6	0
CN1CCCCCC1C(=O)N1CCC(N2CCC(C(=O)N3CCOCC3)CC2)CC1 (stereo unspecified)	20	0.2	-2	-0.4	2	1	-2	-4	-3
Cc1ccc(CC2CC(=O)N(c3ncccn3)C2=O)cc1 (stereo unspecified)	23	0.9	-11	-0.3	5	6	11	2	4
COc1cccc(-c2csc(N3CCN(CC(=O)NNC(=O)c4ccco4)CC3)n2)c1	4	3.7	0	0.1	21	3	5	-1	-3
CCOC(=O)C1=C(CSc2nc3ccccc3s2)NC(=O)NC1c1cc(C)ccc1C (stereo unspecified)	16	-8.9	8	0.0	75*	7	9	-1	-4
CCOc1ccc(/C=N/NC(=O)CC(=O)Nc2ccc(Cl)c(Cl)c2)cc1	8	1.2	6	1.9	40	6	9	9	0
Cc1ccc(C(C(=O)NC(C)(C)C)N(C(=O)c2csnn2)C2CC2)cc1 (stereo unspecified)	22	-1.4	2	-1.4	24	10	16	3	5
CCNc1nc(Oc2ccc(C(=O)OC)cc2)nc(N2CCOCC2)n1	0	-0.7	0	-0.5	-7	5	10	0	2
O=C(Nc1ccc2c(c1)OCCO2)N1CCOCC1	26	-0.2	-1	1.0	-4	4	-2	-7	4
CCc1c(C)nc(/N=C(/NC(=O)c2ccccc2)Nc2ccccc2OC)[nH]c1=O	/	0.0	-6	-1.1	/	/	/	/	1
C=C1C(O)C[C@H]2C(=C)CCC3[C@H](OC(=O)[C@]3(O)CO)[C@@H]12 (stereo partly specified)	18	2.0	-7	1.9	-9	6	8	-4	-3
CC(C)(C)c1cc(C(F)(F)F)n2ncc(-c3ccccc3)c2n1	9	0.9	1	2.8	41	4	8	-1	-1
COc1ccc(CNS(=O)(=O)c2ccc(C3CNC(=O)C3)cc2)cc1 (stereo unspecified)	11	0.4	7	-1.0	6	6	3	4	0
CC1(C)OC(=O)C(=CNNc2c(Cl)cc(Cl)cc2Cl)C(=O)O1	5	3.6	-5	1.8	8	14	12	10	-1

Two successive records from above, for reference:
SMILES	PPC-1+TRAIL kill	TNF death inh	Tb hexokinase	L929 necroptosis	CHOP inh	EP2 antag	FXIIa inh 1536	FXIa inh 1536	Wee1 degr inh
CC(C)[C@@H]1NC(=O)c2cc([N+](=O)[O-])cc(I)c2NCCC[C@@H](C(=O)NC(CC(=O)O)C(N)=O)NC(=O)[C@H](CO)NC1=O (stereo partly specified)	7	-3.1	-5	4.3	-8	8	5	-4	0
COc1ccc(CCN2C(=O)CC(N3CCN(c4ccccn4)CC3)C2=O)cc1OC (stereo unspecified)	-7	-0.6	-2	0.2	13	9	-3	3	1

(list continues)
SMILES	PPC-1+TRAIL kill	TNF death inh	Tb hexokinase	L929 necroptosis	CHOP inh	EP2 antag	FXIIa inh 1536	FXIa inh 1536	Wee1 degr inh
CCOC(=O)c1ccc(N=c2ssnc2Cl)cc1	-24	-0.2	6	0.2	98*	8	8	-2	3
COc1ccc(C(C(=O)NC2CCCCC2)N(C(=O)Cc2c[nH]c3ccccc23)c2ccccc2C)cc1OC (stereo unspecified)	5	1.5	31	0.5	38	9	18	19	-2
O=c1cc2ncc(-c3[nH]ncc3[N+](=O)[O-])cn2[nH]1	3	-0.5	-17	-0.5	2	1	15	1	-3
CCN1C(=O)/C(=C\c2cccn2-c2ccc([N+](=O)[O-])cc2)N(CC)C1=S	20	0.1	-19	-0.8	74*	4	8	8	9.5*
O=C(CSc1nnc(-c2ccco2)o1)c1ccc(F)c(F)c1	2	13	3	-0.2	3	6	-8	-9	2
O=C(CSc1n[nH]c(-c2ccccc2Br)n1)NCCN1C(=O)CSC1=O	19	1.2	1	1.2	2	3	11	1	-1
COc1cc(Br)c(Br)cc1N	12	-1.0	-11	0.6	28	6	4	0	0
CC1CCC(NCc2ccco2)CC1 (stereo unspecified)	47	-0.7	-14	-0.7	8	13	1	-8	0
N#Cc1cc2c(nc1SCC(N)=O)CCCCC2	19	1.1	1	-0.6	-2	13	10	-8	2
COc1ccc(-c2nn(-c3ccccc3)cc2/C=N/NC(=S)NC(C)C)cc1OC	3	-8.0	-25	0.6	10	8	13	4	-2
COc1cc(NC(=O)C2CCCN(S(=O)(=O)c3cnc[nH]3)C2)cc(OC)c1 (stereo unspecified)	12	0.9	-4	1.6	-7	14	-11	-16	-1
O=C(CC(c1ccccc1)c1cc(Cl)ccc1O)NCCN1CCOCC1 (stereo unspecified)	-6	-0.9	-6	-0.1	-2	4	2	0	0
Cc1ccccc1NC(=O)COC(=O)CCc1ccccc1	9	1.0	-3	2.2	19	3	13	-1	1
O=C(COc1ccccc1C(=O)O)Nc1nc2ccc([N+](=O)[O-])cc2s1	14	2.5	-15	1.7	40	16	3	0	1
CCN1C(=O)C(CC(=O)Nc2ccc(OC)cc2)N(CCCN2CCN(c3ccc(F)cc3)CC2)C1=S (stereo unspecified)	8	0.1	7	0.1	54	12	4	-5	0
CCC(C)(C)NC(=O)C1c2ccccc2Oc2ccccc21	5	-0.3	-5	-0.1	0	13	12	-2	4
CCO[C@@H]1OC(C(=O)N2CCN(Cc3ccc4c(c3)OCO4)CC2)=C[C@H](c2csc3ccccc23)[C@H]1CCCO	16	-1.6	-14	0.4	14	17	10	7	1
N#CCCn1cc(/C=N/NC(N)=S)c(-c2ccc(Br)cc2)n1	25	-3.9	-7	2.9	3	10	2	-3	0
O=C(Cn1cnc2c(nnn2Cc2ccc(F)cc2)c1=O)N1CCN(c2ccccc2)CC1	-12	-0.8	-3	2.1	40	/	-2	5	4
Cc1c(C(=O)O)oc2c3c(ccc12)OCCO3	6	0.9	9	1.6	5	/	4	-10	-2
Cc1nnc(NC(=O)CSc2ccc3nnc(-c4cccnc4)n3n2)s1	-6	0.4	-3	1.1	22	4	-1	-8	0
CC1CCCN(C/C=C/c2ccccc2[N+](=O)[O-])C1 (stereo unspecified)	-20	-0.5	-7	-0.4	8	1	18	1	-1
CCCCN(C(=O)NC(=O)Nc1ccc(C)cn1)S(C)(=O)=O	-2	1.6	-12	1.6	-16	7	14	4	5
C/C(N)=C(/C#N)C(=O)CSc1cc(C)c2ccccc2n1	13	0.7	-6	0.0	9	5	4	-2	6
O=C(O)c1ncc(-c2ccccc2)cn1	0	-2.5	-1	0.1	-2	2	4	3	2
CCOC(=O)N1CCN(C(=O)c2cnn3c(C(F)F)cc(-c4ccc(C)cc4)nc23)CC1	19	-3.1	-14	0.0	31	21	10	-3	-2
COc1ccc(Nc2nc(N)nc(SCc3nnc(C)s3)n2)cc1	-12	-2.2	0	0.2	24	9	7	-2	2
COc1ccc2c(c1)c(CC(=O)O)c(C)n2C(=O)c1ccc(Cl)cc1	4	5.7	-9	3.3	38&5	18&8&12	7	-2	-2
CC(=O)N(CCC(Cc1ccccc1)c1ccco1)Cc1ccco1 (stereo unspecified)	-6	-0.9	8	-0.3	0	4	11	1	1

13 entries from above, ordered by number of heavy atoms, lowest first.
SMILES	PPC-1+TRAIL kill	TNF death inh	Tb hexokinase	L929 necroptosis	CHOP inh	EP2 antag	FXIIa inh 1536	FXIa inh 1536	Wee1 degr inh
Nc1nc2n(c1C(=O)c1ccccc1)CCC2	23	0.7	-27	0.5	11	9	-7	-9	-3
CCOC(=O)c1ccc(N=c2ssnc2Cl)cc1	-24	-0.2	6	0.2	98*	8	8	-2	3
O=C(Nc1ccc2c(c1)OCCO2)N1CCOCC1	26	-0.2	-1	1.0	-4	4	-2	-7	4
C/C(N)=C(/C#N)C(=O)CSc1cc(C)c2ccccc2n1	13	0.7	-6	0.0	9	5	4	-2	6
CCCCN(C(=O)NC(=O)Nc1ccc(C)cn1)S(C)(=O)=O	-2	1.6	-12	1.6	-16	7	14	4	5
COc1ccc(Nc2nc(N)nc(SCc3nnc(C)s3)n2)cc1	-12	-2.2	0	0.2	24	9	7	-2	2
COc1ccc2c(c1)c(CC(=O)O)c(C)n2C(=O)c1ccc(Cl)cc1	4	5.7	-9	3.3	38&5	18&8&12	7	-2	-2
CCOc1ccc(/C=N/NC(=O)CC(=O)Nc2ccc(Cl)c(Cl)c2)cc1	8	1.2	6	1.9	40	6	9	9	0
O=C(CC(c1ccccc1)c1cc(Cl)ccc1O)NCCN1CCOCC1 (stereo unspecified)	-6	-0.9	-6	-0.1	-2	4	2	0	0
CCc1c(C)nc(/N=C(/NC(=O)c2ccccc2)Nc2ccccc2OC)[nH]c1=O	/	0.0	-6	-1.1	/	/	/	/	1
COc1ccc(CCN2C(=O)CC(N3CCN(c4ccccn4)CC3)C2=O)cc1OC (stereo unspecified)	-7	-0.6	-2	0.2	13	9	-3	3	1
CCOC(=O)N1CCN(C(=O)c2cnn3c(C(F)F)cc(-c4ccc(C)cc4)nc23)CC1	19	-3.1	-14	0.0	31	21	10	-3	-2
COc1ccc(C(C(=O)NC2CCCCC2)N(C(=O)Cc2c[nH]c3ccccc23)c2ccccc2C)cc1OC (stereo unspecified)	5	1.5	31	0.5	38	9	18	19	-2
